Pf growth 96h = Primary qHTS for delayed death inhibitors of the malarial parasite plastid, 96 hour incubation | AID 504834, 2011 | P. falciparum luciferase reporter growth, 96 h | Potency, µM (titrated, usually from 28.7 µM), for the others: at the top dose activity change, negative = inhibition, usual class: inhibitors | 6.9% of 320,000 active; further: potency means the concentration at half of the fitted maximal effect; on the % scale 0 is the no-effect control and ±100 the full control effect
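Readout is luminescence from an integrated firefly luciferase in P. falciparum. Red cells, 2% hematocrit and 0.05% parasitemia final, were cultured with compound through two parasite generations (96 hours) at 37 C, 5% CO2.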
CHX counter = Cycloheximide Counterscreen for Small Molecule Inhibitors of Shiga Toxin; cell reporter, cycloheximide protein synthesis inhibition counterscreen; max response, %; 12% of 300,000 active; AID 2314, 2010; in the data active means max response mostly above about 13%, no sharp cut-off; inactive means mostly below about 14%; further: read at 38.3 µM for the half of the compounds with a filed dose; 0% is about no effect
FBPA Giardia inh = qHTS Assay for Inhibitors of Fructose-1,6-bisphosphate Aldolase from Giardia Lamblia | Potency, µM (doses to about 59.6 µM), inactives show at the top dose activity, negative = inhibition, hits mostly inhibitors | purified Giardia FBPA | 0.71% of 290,000 active | A8B2U2; further: potency means the concentration at half of the fitted maximal effect; on the % scale 0 is the no-effect control and ±100 the full control effect; nearly all actives have a fitted effect of over 55% in size
Target sequence (A8B2U2 whole entry, looked up): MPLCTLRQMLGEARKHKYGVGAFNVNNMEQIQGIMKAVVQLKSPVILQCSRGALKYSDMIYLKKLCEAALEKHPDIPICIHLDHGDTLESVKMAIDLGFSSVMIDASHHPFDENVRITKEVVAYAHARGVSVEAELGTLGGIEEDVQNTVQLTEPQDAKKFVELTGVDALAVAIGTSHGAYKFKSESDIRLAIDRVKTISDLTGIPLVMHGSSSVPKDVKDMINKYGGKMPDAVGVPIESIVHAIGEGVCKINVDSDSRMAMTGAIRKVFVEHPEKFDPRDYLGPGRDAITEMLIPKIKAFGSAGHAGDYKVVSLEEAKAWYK
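Giardia FBPA (40 nM reagent) was preincubated 10 min at RT with compound (up to 57.5 uM final), then substrate plus GAPDH/TPI/NAD/arsenate coupling system with diaphorase/resazurin was added; resorufin fluorescence (525/598 nm) was read after 20 min.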
Shiga inhibitor = A qHTS for Small Molecule Inhibitors of Shiga Toxin. inhibition, % at 38.7 µM. AID 2315, 2010. Vero cells, Shiga toxin protein synthesis inhibition reporter. 9.2% of 290,000 active; in the data active means inhibition mostly above about 28%, no sharp cut-off; inactive means mostly below about 43%; further: 0% is about no effect
Pf growth 48h = Primary qHTS for delayed death inhibitors of the malarial parasite plastid, 48 hour incubation; P. falciparum luciferase growth in erythrocytes, 48 h; AID 504832, 2011; 5.9% of 310,000 active; Potency, µM (titrated, usually from 28.7 µM), for the others: top-dose activity change, negative = inhibition, hits mostly inhibitors; further: potency means the concentration at half of the fitted maximal effect; on the % scale 0 is the no-effect control and ±100 the full control effect
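Cell-based growth assay: transgenic P. falciparum expressing firefly luciferase, cultured in red cells within RPMI 1640 containing 0.5% w/v Albumax, 24 mM bicarbonate and gentamycin. A drop in luciferase activity indicates inhibition.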
Sm TGR inh = qHTS Assay for the Inhibitors of Schistosoma Mansoni Peroxiredoxins; purified TGR, DTNB reduction, TNB absorbance 405 nm; Potency, µM (top dose mostly 114 µM), without a hit: top-dose activity change, negative = inhibition, actives largely listed as inhibitors; 3% of 360,000 active; AID 485364, 2010; further: potency means the concentration at half of the fitted maximal effect; on the % scale 0 is the no-effect control and ±100 the full control effect; nearly all actives have a fitted effect of over 60% in size
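TGR 20 nM + NADPH 100 uM (dispensed conc.), cpd preinc 15 min RT; start with NADPH (500 uM addition) then DTNB (15 mM addition). Kinetic TNB absorbance, 405 nm filter. Four-parameter Hill fit across titration.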
* = called active by the depositor; i = inactive; ? = inconclusive; / = no result given; + = active, no number; & = joins results of further samples; [ ] = dose if it differs, or a comment. Unless noted, the call rests on the fitted dose curve; in most records, active means well fitted curve in the direction sought with a large enough effect; inconclusive means small, poorly fitted or top-dose-only effect, or another doubt; inactive means no such curve, though single readings can be large; an effect the other way counts as inactive or inconclusive.

SMILES	Pf growth 96h	CHX counter	FBPA Giardia inh	Shiga inhibitor	Pf growth 48h	Sm TGR inh
Cc1ccc(-c2cc(C(=O)NCC3CCCO3)c3ccccc3n2)cc1C (configuration not stated)	?	19	-7%	21	34%[activator]	7%
COc1cccc2[nH]c3c(N4CCc5ccccc5C4)ncnc3c12	?	14	-1%	28	?	-17%
COc1ccccc1NS(=O)(=O)CC12CCC(CC1=O)C2(C)C (configuration not stated)	/	-1	4%	-17	/	-10%
CC(=O)O[C@H]1C(=O)[C@@]2(C)C([C@H](OC(=O)c3ccccc3)[C@]3(O)C[C@H](OC(=O)[C@H](O)[C@@H](NC(=O)Cc4ccccc4)c4ccccc4)C(C)=C1C3(C)C)[C@]1(OC(C)=O)CO[C@@H]1C[C@@H]2O (some centres not stated)	0.74µM*	-1	-23%	14	3.7µM*	5%
Cc1ccccc1N=C1NC(=O)CS1	20%	-10	-5%	-6	9%	-2%
CC1(C)CC(=O)C=C(NCCc2c[nH]c3ccccc23)C1	1%	9	3%	0	-3%	0%
O=C(NC1CCCCC1)C1CCCN1C(=O)Nc1ccccc1 (configuration not stated)	28%	-5	5%	-5	9%	-3%
O=C(NC1CCCCC1)c1cccc(Cn2cc(Cl)cn2)c1	-5%	-2	4%	-4	/	-2%
O=C1c2ccccc2C(=O)N1CCN1CCCCC1	?	-5	2%	23	5%	5%
Cc1cc2c(n1-c1ccc(C(=O)O)cc1)CCCCC2	2%	4	?	22	-3%	25µM*
O=C1c2ccccc2C(=O)c2c1cccc2N(CCO)CCO	17%	13	-25%	15	26%	-9%
O=C1CCC(c2ccccc2)N1C(=O)c1cccnc1 (configuration not stated)	/	1	2%	15	?	-4%
O=C(C1CC1)N1N=C2CCCCC2C1(O)C(F)(F)F (configuration not stated)	32%[activator]	-8	6%	-8	-25%	8%
COC(CNC(=O)c1c[nH]c2ccc(S(=O)(=O)N3CCOCC3)cc2c1=O)OC	-7%	-4	-3%	-3	-14%	3%
Cc1ccc(S(=O)(=O)N2CCCCC2)cc1NC(=O)Nc1ccc(Cl)cc1Cl	15%	-1	2%	-15	7%	-4%
O=[N+]([O-])c1cc(S(=O)(=O)N2CCCCC2)ccc1NCCN1CCOCC1	?	-4	7%	3	?	-5%
Cc1onc(-c2ccccc2Cl)c1-c1nc(-c2ccccn2)no1	22%	2	10%	-2	21%	1%
COc1ccc(-c2nnc3ccc(SCC(=O)N4CCCC4)nn23)cc1	-6%	-1	4%	-4	1%	-21%
C=CCn1c(/N=C/c2ccc(OC)cc2)nc2ccccc21	-13%	-2	-7%	1	11%	-2%
O=C(Nc1cccnc1Cl)c1ccc(Cl)cc1	-6%	36*	-1%	70*	56%[activator]	-16%
CCN(CC(=O)Nc1ccc(NC(C)=O)cc1)C(=O)CCCSc1nc2ccccc2[nH]1	-8%	/	/	/	2%	0%
C=CCOc1ccc(C2C(C(=O)c3ccco3)=C(O)C(=O)N2Cc2cccnc2)cc1 (configuration not stated)	/	18	-2%	+	-11%	-10%
Cc1ccc(OCC(=O)Nc2ccc(F)cc2)cc1C	-16%	39*	-2%	46*	15%	1%
Cc1ccc(OC(C)C(=O)N/N=C/c2ccccn2)cc1 (configuration not stated)	-18%	-1	-22%	-13	-11%	6%
Cc1ccc(NC(=O)COC(=O)/C(=C/c2cccs2)c2cccs2)cc1S(=O)(=O)N(C)C	5%	31*	-5%	89*	40%[activator]	1%
CN(Cc1cc(=O)n2ccsc2n1)c1ccccc1	-26%	2	-21%	-2	11%	19%
COc1ccc(-n2c(=O)c3ccccc3n(CC(=O)NCc3ccco3)c2=O)cc1	12%	5	6%	16	?	6%
COc1ccc2c(CC(=O)OCC(=O)Nc3cccc(C)c3)coc2c1	-5%	/	/	/	23%	3%
O=C(NCc1ccccc1)c1ccc(=O)[nH]n1	?	-4	3%	-26	26%	2%
Cc1ccc(CN(C(=O)N2CCN(C)CC2)S(=O)(=O)c2ccc(C)cc2)cc1	33%[activator]	/	/	/	8%	-3%
FC(F)(F)c1cnc(-c2cnc3c(-c4ccc(Cl)cc4)cnn3c2)c(Cl)c1	18%	-2	1%	14	-5%	-10%
COc1ccc(CC(=O)NCCS(=O)(=O)N2CCN(c3ccccc3)CC2)cc1	-3%	/	/	/	3%	-2%
COc1cccc(C(=O)Nc2nc(SCc3ccc(Cl)cc3)n[nH]2)c1	51%[activator]	15	0%	28	22%	-3%
CCOc1ccc2oc(C(=O)NCC3CCCO3)c(C)c2c1 (configuration not stated)	4%	46*	/	88*	23%	-24%
O=C(c1ccc(N2C(=O)C3CC=C(Cl)CC3C2=O)cc1)N1CCCCC1 (configuration not stated)	10%	-3	6%	-24	-8%	2%
CCOC(=O)CC1=C(C(=O)OCC)C2(C(=O)Nc3ccccc32)C(C#N)=C(N)O1 (configuration not stated)	55%[activator]	-4	-6%	2	?	-33%

Brought forward from above: 6 compounds, then new ones.
SMILES	Pf growth 96h	CHX counter	FBPA Giardia inh	Shiga inhibitor	Pf growth 48h	Sm TGR inh
FC(F)(F)c1cnc(-c2cnc3c(-c4ccc(Cl)cc4)cnn3c2)c(Cl)c1	18%	-2	1%	14	-5%	-10%
COc1ccc(CC(=O)NCCS(=O)(=O)N2CCN(c3ccccc3)CC2)cc1	-3%	/	/	/	3%	-2%
COc1cccc(C(=O)Nc2nc(SCc3ccc(Cl)cc3)n[nH]2)c1	51%[activator]	15	0%	28	22%	-3%
CCOc1ccc2oc(C(=O)NCC3CCCO3)c(C)c2c1 (configuration not stated)	4%	46*	/	88*	23%	-24%
O=C(c1ccc(N2C(=O)C3CC=C(Cl)CC3C2=O)cc1)N1CCCCC1 (configuration not stated)	10%	-3	6%	-24	-8%	2%
CCOC(=O)CC1=C(C(=O)OCC)C2(C(=O)Nc3ccccc32)C(C#N)=C(N)O1 (configuration not stated)	55%[activator]	-4	-6%	2	?	-33%
CC(C)(C)n1nnnc1C(c1cccs1)N(Cc1cccnc1)CC1CCCO1 (configuration not stated)	?	-2	4%	23	?	3%
O=C(CCCC(=O)N(c1ccc2c(c1)OCCO2)C(C(=O)NC1CCCCC1)c1ccc(F)cc1)Nc1ccccn1 (configuration not stated)	10µM*	10	-4%	23	?	-20%
c1ccc(-c2cc(-c3ccccc3)on2)cc1	244%[activator]	35*	1%	67*	i	8%
COC(=O)C1=C(c2cccc(OCc3ccccc3)c2)C[C@@H]2CC[C@H]1N2C(=O)NCCOc1ccccc1	?	/	/	/	9.3µM*	2%
COc1ccc2c(c1)cc(C)c1nnc(SCC(=O)N3CCN(C(=O)c4ccco4)CC3)n12	12%	-5	0%	13	-20%	?
CCN(CC)CCNC(=O)c1ccc(NC(=O)Cc2ccccc2F)cc1	23%	-4	3%	19	?	0%
O=C(c1ccc(Cl)c(S(=O)(=O)N2CCOCC2)c1)N1CCCCCC1	8%	-7	7%	-5	5%	9%
CC(NC(=O)C1CCC(C(=O)NC(C)c2ccccc2)CC1)c1ccccc1 (configuration not stated)	0%	-2	-4%	-18	-4%	0%
COc1ccccc1-c1nnc(NC(=O)c2ccc(S(=O)(=O)N3CCOCC3)cc2)o1	10%	-1	/	5	?	3%
C#CCO[C@@H]1C[C@H](n2cnc3c(NC(=O)c4ccccc4)ncnc32)O[C@@H]1CO	99%[activator]	21*	0%	39	37%[activator]	3%
CC(C)OC(=O)CC(=O)CSc1nc2c(cc1C#N)CCCCCC2	/	15	-3%	17	-7%	-6%
CC1=C(c2ccccc2)SC2=NCCN21	-4%	-3	-1%	-15	40%[activator]	9%
COc1cc2c3nnc(-c4ccc(F)cc4)c-3cn(Cc3ccccc3)c2cc1OC	0.41µM*	1	18%	13	?	1%
CN(C)CCCN(C(=O)c1ccc(Cl)s1)c1nc2cc3c(cc2s1)OCO3	6%	-11	-16%	-24	-11%	-22%
Cn1c(=O)c2c(nc(CN3CCN(CCO)CC3)n2Cc2cccc3ccccc23)n(C)c1=O	/	-1	1%	16	?	34%
O=C(NCCCc1ccccc1)c1ccc(CS(=O)Cc2ccc(Cl)cc2)o1 (configuration not stated)	?	-2	/	8	21%	?
COc1ccc(OCC(=O)NNC(=O)Cc2coc3cc(OC)ccc23)cc1	?	11	0%	15	-17%	-3%
COc1ccccc1N1CCN(c2cc(=O)n(-c3ccccc3Cl)c(=O)[nH]2)CC1	/	-3	6%	-8	-12%	-19%
COc1ccccc1-c1nn(Cc2ccccc2)cc1C(=O)N1CCN(c2ncccn2)CC1	13µM*	/	/	/	?	-16%
Cc1nc(N2CCC(C(N)=O)CC2)c2nnn(Cc3ccccc3)c2n1	8%	1	-4%	-8	?	32%
O=C(NCC1CCCO1)c1ccc2c(c1)N(Cc1ccc(F)cc1)CCS2 (configuration not stated)	17%	-1	-10%	-4	?	-16%
CN(Cc1ccccc1)S(=O)(=O)c1nnc(NC(=O)c2ccccc2)s1	29%	-1	-29%	24	18%	-19%&2%
CCOc1ccccc1NC(=O)C1Cc2ccccc2CN1S(C)(=O)=O (configuration not stated)	12µM*	-2	-18%	-21	?	3%
CSc1cccc(NC(=O)c2nnn(Cc3ccccc3)c2N)c1	17%	17	-2%	61	9.3µM*	3%
Cc1ccc(C(C(=O)NC2CCCC2)N(Cc2cccnc2)C(=O)c2snc(C(N)=O)c2N)o1 (configuration not stated)	?	-1	-4%	21	-39%	45µM*
CCCc1cc(-c2n[nH]c(=S)n2Cc2ccccc2)cs1	/	5	-1%	-2	15%	1%
COC(=O)c1c(N2C(=O)[C@H]3[C@@H](C2=O)[C@]2(C(=O)Nc4c(C)cccc42)N2CCC[C@@H]32)sc(C)c1C	0%	6	-21%	-11	0%	-23%
CC(=O)NC12CC3CC(C1)CC(C(=O)NCc1ccc(C)cc1)(C3)C2	-3%	-5	-6%	-9	-1%	-8%
COc1ccc(-c2nnc3sc(-c4ccccn4)nn23)cc1	18%	1	1%	32	-11%	-18%
O=C1NCC(COCc2ccccc2)O1 (configuration not stated)	5.2µM*	-1	-1%	-6	13%	0%
CCN(CC)S(=O)(=O)c1ccc2oc(SCC(=O)NCc3ccccc3)nc2c1	?	-2	1%	-16	/	1%
CC(C)Cc1ccc(CN2CCCC(NC(=O)c3ccoc3)C2)cc1 (configuration not stated)	64%	2	/	32	10µM*	6%
O=C(Nc1ccc(F)cc1)C1CCN(C(=O)NCc2ccccc2)CC1	13%	0	15%	-11	-19%	-15%
CC(C)C(=O)NNC(=O)CC(=O)Nc1ccccc1C(=O)O	-37%	-1	-19%	-12	6%	15%
COc1ccc(S(=O)(=O)N2CCC(C(=O)NCC3CCCO3)CC2)cc1Cl (configuration not stated)	?	-4	-1%	-15	-6%	7%
Cc1ccc(C(=O)NCC2CCCO2)cc1S(=O)(=O)N1CCCCC1 (configuration not stated)	?	-3	/	3	-7%	3%
COC(=O)c1c(NC(=O)CN2CCN(c3cccc(Cl)c3)CC2)sc(C)c1C	17%	-3	0%	-6	10%	2%
O=C(OC1CCOC1=O)c1ccc(CO)cc1 (configuration not stated)	22%	-3	13%	17	3%	8%
